TcdB GH inh: TcdB glycohydrolase inhibitors, primary screen, biochemical, single point, plate reader; TcdB glycohydrolase enzymatic assay; AID 652162, 2013; hit rate 0.24% among 350,000; Toxin B (Clostridioides difficile), P18177; inhibition, % at 9.99 µM; in the data active means inhibition above about 10%
CCHFV vOTU inh: CCHFV vOTU protease inhibitors, primary screen, biochemical, Pep-AMC substrate, fluorescence; Crimean-Congo hemorrhagic fever virus L polyprotein viral ovarian tumor (vOTU) protease …; hit rate 0.55% among 370,000; inhibition, % at 11.5 µM; in the data active means inhibition above about 30%; further: 0% = vehicle wells with enzyme and 100% = no enzyme wells
PrPC surface inh: inhibitors of human cell surface prion protein PrPC, primary screen, cell-based, TR-FRET | Major prion protein (Homo sapiens), P04156 | TR-FRET read-out | inhibition, % at 13.8 µM | hit rate 0.43% among 370,000; in the data active means inhibition above about 24%; further: 0% = median of the test wells and 100% = reference compound wells
BoNT A protease: BoNT/A light chain protease inhibitors, primary screen, biochemical, flow cytometry, MLPCN library; AID 588499, 2011; hit rate 0.17% among 360,000; inhibition, % at 10 µM; multiplex microsphere protease substrate cleavage; Botulinum neurotoxin type A light chain protease (Clostridium botulinum A str. ATCC 3502); further: plate controls were buffer without enzyme for full effect and enzyme alone for no effect
FadD28 binding: inhibitors of FadD28 bisubstrate probe binding, primary screen, biochemical, fluorescence polarization, single point. inhibition, % at 12.5 µM. hit rate 0.22% among 360,000. Mycobacterium tuberculosis FadD28 fatty-acid-AMP ligase; in the data active means inhibition above about 8.5%, passing the limit was not always enough
BoNT-F LC inh: BoNT/F light chain protease inhibitors, primary screen, biochemical, flow cytometry, MLPCN library; Multiplex microsphere protease cleavage assay; inhibition, % at 10 µM; hit rate 0.22% among 360,000; in the data active means inhibition above about 35%, passing the limit was not always enough; further: plate controls were buffer without enzyme for full effect and enzyme alone for no effect
Y pestis TopoI: Yersinia pestis topoisomerase I inhibitors, primary screen, biochemical, cleavage product accumulation, plate reader, single point; activity, % at 10 µM; hit rate 0.064% among 360,000; AID 504884, 2011; Y. pestis Topo-I cleavage product accumulation; DNA topoisomerase I (Yersinia pestis CO92); in the data active means activity above about 50%, passing the limit was not always enough; further: inactives centre near 2
Anthrax LF inh2: Bacillus anthracis LF protease inhibitors, primary screen, biochemical, multiplex microsphere, MLPCN library; Lethal factor (Bacillus anthracis), P15917; multiplex microsphere protease cleavage assay; hit rate 0.12% among 360,000; inhibition, % at 10 µM; further: plate controls were buffer without enzyme for full effect and enzyme alone for no effect
Target sequence (P15917 whole entry, looked up): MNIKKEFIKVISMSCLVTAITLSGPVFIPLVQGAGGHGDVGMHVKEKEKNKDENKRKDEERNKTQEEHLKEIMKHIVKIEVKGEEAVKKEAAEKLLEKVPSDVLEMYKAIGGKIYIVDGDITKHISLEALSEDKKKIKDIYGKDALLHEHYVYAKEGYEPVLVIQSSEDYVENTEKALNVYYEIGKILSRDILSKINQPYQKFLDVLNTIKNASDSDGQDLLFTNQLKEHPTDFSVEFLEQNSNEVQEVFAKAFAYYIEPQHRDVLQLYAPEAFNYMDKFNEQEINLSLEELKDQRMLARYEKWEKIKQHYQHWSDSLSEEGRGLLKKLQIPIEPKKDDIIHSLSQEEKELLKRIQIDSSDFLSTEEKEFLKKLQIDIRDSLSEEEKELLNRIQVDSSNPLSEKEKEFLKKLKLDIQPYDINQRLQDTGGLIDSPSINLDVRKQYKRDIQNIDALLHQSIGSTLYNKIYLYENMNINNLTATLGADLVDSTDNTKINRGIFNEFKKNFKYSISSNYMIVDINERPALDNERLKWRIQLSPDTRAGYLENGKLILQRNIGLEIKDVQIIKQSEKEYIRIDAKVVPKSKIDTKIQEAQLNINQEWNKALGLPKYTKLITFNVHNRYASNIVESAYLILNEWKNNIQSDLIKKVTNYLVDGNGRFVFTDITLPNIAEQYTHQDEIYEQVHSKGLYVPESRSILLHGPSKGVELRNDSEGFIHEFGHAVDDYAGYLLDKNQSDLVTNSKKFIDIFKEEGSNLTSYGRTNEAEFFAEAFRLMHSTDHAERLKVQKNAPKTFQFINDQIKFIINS
PfHsp40 yeast: rescue of yeast from PfHsp40 toxicity, primary screen, S. cerevisiae, ATP luminescence; S. cerevisiae expressing PfHsp40, growth rescue; growth rescue, % at 12.5 µM; hit rate 0.68% among 340,000; in the data active means growth rescue above about 28%, passing the limit was not always enough;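 further: yeast W303a lacking pdr1 and pdr3 grown in galactose medium; growth measured after three days at 30 °C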
An asterisk follows results filed as active; nt = not tested or not shown; & = joins results of further samples. Unless noted, no stated cut-off is given here; in the data, active means inhibition above about 30%; inconclusive means no clear call, values can overlap the other calls; inactive means below that.

Values run as follows: TcdB GH inh	CCHFV vOTU inh	PrPC surface inh	BoNT A protease	FadD28 binding	BoNT-F LC inh	Y pestis TopoI	Anthrax LF inh2	PfHsp40 yeast
> Cc1ccc(S(=O)(=O)N2CC3(O)CN(C(=O)OC(C)C)N(C(=O)OC(C)C)CC3(OC(=O)NC3CCCC3)C2)cc1 (stereo not given)
  4.5	17	-8	-0.2	3.6	-2	23	-8	nt
> CCc1nnc(NC(=O)c2ccc(S(=O)(=O)N3CCCC(C)C3)cc2)o1 (stereo not given)
  0.7	-6	-2	-0.1	-0.8	2	8	-5	0.4
> O=C(COC(=O)c1cnccn1)NCCc1ccc(Cl)cc1Cl
  1.4	10	8	0.1	-1.2	-6	6	-4	-1.4
> COC(=O)CN1C(=O)N/C(=C/c2cc3c(cc2OC)OCO3)C1=O
  1.5	-18	-10	-1.0	-4.4	-5	12	-6	1.0
> COc1ccc(-c2c(C#N)c(N)nc3c2c(=O)n(C)c(=O)n3C)cc1
  nt	-5	2	0.1	-1.2	1	-6	-1	0.0
> COC(=O)NNC(=S)NCc1ccc(C)cc1
  nt	26	-4	-0.9	-1.9	1	0	-2	0.2
> O=C(Cn1c(=O)sc2ccccc21)NCc1ccccn1
  0.2	6	-6	-0.5	-0.5	-5	1	-1	1.1
> O=c1c2ccccc2nc(-c2ccccc2)n1-n1cccc1
  nt	-1	-8	-0.5	-3.0	-1	5	-1	1.8
> COc1ccc(NC(=O)N2Cc3ccccc3-n3nncc3C2)cc1
  2.8	-6	1	0.2	-1.4	0	7	0	nt
> CCOC(=O)N1CCN(C(=O)CSc2nnc(-c3cccs3)o2)CC1
  -1.0	-4	-4	-1.1	0.8	-14	7	-4	0.3
> Cc1ccc(CNc2cnn(C34CC5CC(CC(C5)C3)C4)c(=O)c2Cl)cc1
  nt	7	4	-1.1	1.8	-7	35	0	0.4
> Cc1ccccc1C(=O)N[C@H](C(=O)Nc1ccc(Cl)c(Cl)c1)C(C)C
  -0.8	4	-5	-0.2	0.2	-8	0	-1	-2.3
> CCn1c(COc2ccc(Cl)cc2)nnc1SC1CCc2ccccc2C1=O (stereo not given)
  0.4	-9	0	0.1	-3.0	-2	0	-2	0.7
> CCOC(=O)C1=C(c2ccccc2)N=c2s/c(=C\c3ccco3)c(=O)n2C1c1cccs1 (stereo not given)
  nt	18	3	8.2	-2.5	-4	-10	8	-0.6
> CCOCc1[nH]c(=S)[nH]c(=O)c1Cc1ccc(OC(C)C)cc1
  nt	-7	1	0.4	-3.1	0	-10	-5	3.8

Compounds above that contain a Cl atom, in the order listed:
Values run as follows: TcdB GH inh	CCHFV vOTU inh	PrPC surface inh	BoNT A protease	FadD28 binding	BoNT-F LC inh	Y pestis TopoI	Anthrax LF inh2	PfHsp40 yeast
> O=C(COC(=O)c1cnccn1)NCCc1ccc(Cl)cc1Cl
  1.4	10	8	0.1	-1.2	-6	6	-4	-1.4
> Cc1ccc(CNc2cnn(C34CC5CC(CC(C5)C3)C4)c(=O)c2Cl)cc1
  nt	7	4	-1.1	1.8	-7	35	0	0.4
> Cc1ccccc1C(=O)N[C@H](C(=O)Nc1ccc(Cl)c(Cl)c1)C(C)C
  -0.8	4	-5	-0.2	0.2	-8	0	-1	-2.3
> CCn1c(COc2ccc(Cl)cc2)nnc1SC1CCc2ccccc2C1=O (stereo not given)
  0.4	-9	0	0.1	-3.0	-2	0	-2	0.7

Next entries follow.
Values run as follows: TcdB GH inh	CCHFV vOTU inh	PrPC surface inh	BoNT A protease	FadD28 binding	BoNT-F LC inh	Y pestis TopoI	Anthrax LF inh2	PfHsp40 yeast
> COc1ccc(S(=O)(=O)N2CCN(C(=O)c3ccc(NC(C)=O)cc3)CC2)cc1
  0.5	13	-3	-1.3	-0.9	-1	-1	5	-0.3
> CCCN1C(=O)/C(=C\C=C2/Sc3ccccc3N2CCO)SC1=S
  2.0	-13	-1	1.3	0.2	-7	3	-6	3.7
> Cc1ccc(C(=O)OC2OC(=O)C(Cl)=C2N2CCOCC2)cc1 (stereo not given)
  nt	-18	-2	0.5	-5.9	13	-2	-2	-1.1
> CCCc1cc(C(=O)OC)c(NC(=O)c2cc(C)on2)s1
  nt	-3	5	0.3	-4.7	-6	5	-5	-0.6
> COCc1c(C(=O)OCC(=O)N(C)C2CCS(=O)(=O)C2)oc2ccccc12 (stereo not given)
  1.6	-1	-6	-0.4	-3.8	-8	-5	-3	-2.1
> COc1cccc(C(=O)NNC(=O)C2CCCO2)c1 (stereo not given)
  0.0	-3	-10	-1.5	1.2	-1	-1	-2	0.5
> O=C(Nc1nnc(C2CC2)s1)c1cc(Cl)sc1Cl
  1.2	17	3	3.0	0.7	7	9	0	-1.1
> O=C(c1ccc(CS(=O)c2ccc(F)cc2)o1)N1CCN(C2CCCCC2)CC1 (stereo not given)
  -5.0	13	3	1.0	-2.4	0	4	-2	-0.6
> Cc1ccc(N(C(=O)c2snc(C(N)=O)c2N)C(CC(C)C)C(=O)NC2CCCC2)cc1 (stereo not given)
  1.9	11	-6	-0.7	-3.1	-4	-3	3	0.1
> O=C1CCC(OCc2ccccc2)CCN1CC[C@@H](Sc1ccccc1)c1ccccc1 (stereo not given in full)
  0.5	6	7	-0.6	nt	-14	nt	-7	nt
> Nc1nncn1C(=O)CCCOc1ccc(Cl)cc1Cl
  nt	3	5	1.4	-0.9	2	-2	0	0.0
> COc1cc(NC(=O)[C@H]2O[C@@H](n3cnc4c(N)ncnc43)[C@H](O)[C@@H]2O)cc(OC)c1OC
  0.3	2	3	-0.4	-1.5	3	nt	3	nt
> COc1ccc(CN2CCC2(C)C(=O)NCCNC(C)=O)c2ccccc12 (stereo not given)
  -0.6	-4	10	-0.1	-2.0	5	0	4	nt
> CN(Cc1ccccc1)C(=C(Cl)Cl)/C(=C1/NCCN1C)[N+](=O)[O-]
  1.4	-1	-3	-0.4	1.1	5	1	-5	-0.4
> COc1ccc(C(=O)CNc2ccccc2CO)cc1
  -20	-6	14	-0.3	-2.7	-3	-10	-3	1.9

Given with tabs: part of the list above.
SMILES	TcdB GH inh	CCHFV vOTU inh	PrPC surface inh	BoNT A protease	FadD28 binding	BoNT-F LC inh	Y pestis TopoI	Anthrax LF inh2	PfHsp40 yeast
CCCc1cc(C(=O)OC)c(NC(=O)c2cc(C)on2)s1	nt	-3	5	0.3	-4.7	-6	5	-5	-0.6
Cc1ccc(N(C(=O)c2snc(C(N)=O)c2N)C(CC(C)C)C(=O)NC2CCCC2)cc1 (stereo not given)	1.9	11	-6	-0.7	-3.1	-4	-3	3	0.1

The results go on.
Values run as follows: TcdB GH inh	CCHFV vOTU inh	PrPC surface inh	BoNT A protease	FadD28 binding	BoNT-F LC inh	Y pestis TopoI	Anthrax LF inh2	PfHsp40 yeast
> Cc1cc2nc(-c3cccc(Cl)c3)c(CC(C)(C)C)n2c(C)c1Br
  1.4	17	-2	0.2	-0.4	-2	nt	-5	nt
> CC1(C)Cc2c(C#N)c(NCCN3CCOCC3)nc(-c3ccco3)c2CO1
  nt	-7	-10	2.4	-2.1	1	11	-6	-0.8
> COc1ccccc1N1CCN(CC(=O)c2c(N)n(C)c(=O)n(C)c2=O)CC1
  0.7	-15	-1	-0.1	-1.8	1	1	1	0.4
> COc1cccc(NC(=S)NC2CC(C)(C)NC(C)(C)C2)c1
  -1.7	8	1	-0.4	-0.4	0	4	0	-1.2
> COc1ccccc1C1N(c2ccc(Cl)cc2)C(=O)C2CCCN21 (stereo not given)
  nt	-4	8	0.9	-3.8	33	4	6	-1.4
> O=C(NNC(=O)c1ccccc1Cl)c1ccc2c(c1)OCCO2
  0.2	-7	-6	-1.0	-2.9	-7	-2	1	-0.1
> Cn1c(=O)[nH]c(=O)c2c1nc(SCC(=O)O)n2CCCc1ccccc1
  1.6	-4	7	-2.9	-2.5	1	4	-6	-0.7
> O=C(O)c1ccc(NC(=S)NC(=O)c2cncc(Br)c2)cc1
  -0.2	-6	-6	-0.3	0.1	-4	1	-5	-0.7
> COc1ccc([C@@H]2[C@H]3CN(C(C)=O)CC=C3C(C#N)=C(N)C2(C#N)C#N)c2ccccc12
  nt	8	-6	0.7	-2.9	1	-4	0	1.9
> COCc1cc(C)n(CC(=O)NCC2CCCO2)c(=O)c1C#N (stereo not given)
  0.8	2	-5	-1.7	1.2	-1	-4	-3	-0.1
> CN(C)S(=O)(=O)CC12CCC(CC1=O)C2(C)C (stereo not given)
  nt	-3	5	0.3	-1.6	4	-4	3	-0.4
> CSc1ccc(NC(=O)NCc2cccnc2)cc1
  1.8	-3	10	-1.9	nt	10	4	-12	1.0
> CN(C(=O)COC(=O)CN1C(=O)C2CC=CCC2C1=O)c1ccccc1 (stereo not given)
  2.0	-13	-1	-0.9	-0.3	-9	0	-2	-0.9
> Cc1nc(-c2cccc(S(=O)(=O)N3CCCCCC3)c2)cs1
  nt	-9	5	-0.2	-2.3	-1	32	-1	0.2
> O=C(Nc1cccc(O)c1)c1c(O)c2ccccc2[nH]c1=O
  -0.6	2	3	-0.4	-3.9	36*	-12	-5	-0.8
> COc1ccc(Nc2nnc(-c3ccc(O)cc3)c3ccccc23)cc1
  2.0	11	2	0.6	-1.3	2	-3	-6	-1.0
> C[C@H]1CN([C@@H](C)CO)C(=O)CCCn2cc(nn2)CO[C@@H]1CN(C)S(=O)(=O)c1ccc(-n2cccn2)cc1
  -0.1&-0.5	-3	0	0.0	-3.9	-1	-2	-6	nt
> C=CC1=CCN(S(=O)C(C)(C)C)[C@@H]1CCO (stereo not given in full)
  -0.9	-5	1	0.4	-1.0	-6	-2	3	-0.1
> O=C1C2=C(SCCS2)C(=O)N1CCCO
  nt	-7	-16	-0.3	-0.7	-5	6	-4	1.2
> COc1cccc(OCc2cc(C(=O)N3CCN(C(=O)c4ccco4)CC3)no2)c1
  -0.1	11	2	-0.8	-2.5	3	-3	-1	0.9
> COc1ccc(-c2cc(C(=O)N3CCN(c4ccc(F)cc4)CC3)no2)cc1OC
  0.8	11	-2	-2.5	0.0	6	30	14	1.0
> O=C(Cn1cc(C(=O)C2CCCCC2)c2ccccc21)NCC1CCCO1 (stereo not given)
  0.5	-8	1	-0.5	-2.6	-2	-9	-3	-1.2
> Cc1nc2cc(-c3sccc3-n3cccc3)nn2c(C)c1C
  nt	6	0	0.3	-3.1	-1	3	-7	0.6
> C[C@@H]1CN(S(=O)(=O)c2ccc3c(c2)OCCO3)CCN1S(=O)(=O)c1c(F)cccc1F
  -0.1	-1	2	0.6	-0.1	10	31	-5	0.5
> CC(=O)N(C1=C(Cl)C(=O)c2ccccc2C1=O)c1ccc(C(=O)O)cc1
  -2.5	99*	-22	-4.2	-1.1	-14	0	-19	1.7
> Cn1c2ccccc2c2cc(C(=O)NNS(=O)(=O)c3ccc(F)cc3)sc21
  nt	3	2	0.5	-1.0	-13	11	0	4.8

Some entries already given, limited to TcdB GH inh.
| compound | TcdB GH inh |
| --- | --- |
| COc1cccc(OCc2cc(C(=O)N3CCN(C(=O)c4ccco4)CC3)no2)c1 | -0.1 |
| COc1ccc(-c2cc(C(=O)N3CCN(c4ccc(F)cc4)CC3)no2)cc1OC | 0.8 |

Screens as filed in PubChem.
